Source: PubChem BioAssay (several laboratories)
NOD1 inhibition – NOD1 signaling inhibitors, primary screen, cell-based, luminescence, uHTS (AID 1578); NOD1-driven NF-kB luciferase reporter cells, luminescence; higher % means a stronger effect; one-dose inhibition, % at 4 µM; EC50 in µM for titrated hits; 1% of 290,000 active; in the data active = inhibition mostly above about 36%, no sharp cut-off; inactive = mostly below about 34%;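 also: HEK-293T reporter cells stimulated with the NOD1 agonist gamma-tri-DAP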
KOR beta-arrestin-1 – KOR agonists, beta-arrestin recruitment, primary screen, cell-based, luminescence, uHTS (AID 1777). KOR beta-arrestin recruitment, luminescence; higher % means a stronger effect. activation, % at 10 µM, or EC50 in µM where a hit was titrated. 0.02% of 280,000 active; in the data active = activation above about 50%, passing the limit was not always enough; also: a part of the inactive calls stands beside numbers as strong as those of hits
NOD2 inhibition – NOD2 signaling inhibitors, cell-based, luminescence, uHTS, HEK293 (AID 1566); inhibition, % at 4 µM; hits with a dose series show EC50 in µM; HEK293 NOD2/NF-kB luciferase reporter, luminescence; higher % means a stronger effect; 0.63% of 290,000 active; also: many of its hits are not listed in these tables
Rac1 GTP hydrolysis – MgcRacGAP GTPase-activating activity inhibitors, confirmation, biochemical, ADP Hunter fluorescence. MgcRacGAP-stimulated Rac1 GTP hydrolysis, ADP Hunter fluorescence; higher % means a stronger effect; GST-tagged Rac1 F28L mutant substrate. inhibition, % at 30 µM, or IC50 in µM where a hit was titrated. 0.6% of 340,000 active;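 active = first-screen hits whose inhibition reached a set limit at any dose in the follow-up dose series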;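 also: fluorescence reports GDP produced by GAP-driven GTP hydrolysis; strong numbers were not always called active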
HIV peptide binding – cell-free HIV fusion peptide-binding blockers – biochemical, uHTS, fluorescence dequenching, primary screen (AID 1986). cell-free peptide binding, fluorescence dequenching, 30 min; higher % means a stronger effect. inhibition, % at 20 µM, or IC50 in µM where a hit was titrated. 0.3% of 290,000 active; in the data active = inhibition mostly above about 52%, no sharp cut-off; inactive = mostly below about 76%; also: some results filed as inactive read as strong as hits
GPR55 antagonists – GPR55 antagonists blocking LPI-driven arrestin recruitment, primary screen, imaging, U2OS, beta-arrestin-GFP, LPI agonist (AID 2013). inhibition, % at 10 µM, or IC50 in µM where a hit was titrated. U2OS GPR55 beta-arrestin-GFP translocation imaging, LPI antagonism; higher % means a stronger effect. 0.13% of 290,000 active;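 active = spots per cell inhibited over 60%, with over 100 cells counted and total cytoplasm intensity under 500,000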;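 also: U2OS cells stably carrying GPR55 and arrestin-GFP stimulated by 5 µM LPI near EC80; imaged beta-arrestin-GFP aggregate spots per cell after agonist stimulation; plate controls were LPI-stimulated DMSO wells for no effect and DMSO wells without LPI for full effect; some results filed as inactive read as strong as hits; confirmed hits need IC50 under 10 µM and bright autofluorescent wells are also inconclusive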
KOR beta-arrestin-2 – KOR antagonists, beta-arrestin recruitment, cell-based, luminescence, uHTS (AID 1778). KOR beta-arrestin recruitment, luminescence, antagonist mode; higher % means a stronger effect. one-dose inhibition, % at 10 µM; IC50 in µM for titrated hits. 0.091% of 290,000 active; also: strong numbers were not always called active
GPR55 beta-arrestin – selective activators of receptor GPR55 – imaging, U2OS cells, beta-arrestin-GFP redistribution, primary screen (AID 1961) | U2OS GPR55 beta-arrestin-GFP redistribution imaging; higher % means a stronger effect | activation, % at 10 µM; hits with a dose series show EC50 in µM | 0.048% of 290,000 active;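 active = activation above 40% with more than 50 cells counted in the well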;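 also: U2OS osteosarcoma cells stably expressing GPR55 and beta-arrestin-GFP; plate controls were DMSO negative control for no effect and LPI positive control for full effect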
SV40 large T antigen – TAg ATPase/helicase activity blockers – biochemical (AID 1903). SV40 large T antigen ATPase/helicase inhibition assay; higher % means a stronger effect. inhibition, % at 20 µM; hits with a dose series show IC50 in µM. 0.39% of 310,000 active; in the data active = a potency from the dose series; also: strong numbers were not always called active
* hit, by the source's call; . = no result given; [ ] = another dose, or the depositor's remark. Rule as the data show it, unless noted: active = inhibition above about 50%; inactive = the rest. This is a subset; the hit share may differ from the screen's.

Below each SMILES: NOD1 inhibition | KOR beta-arrestin-1 | NOD2 inhibition | Rac1 GTP hydrolysis | HIV peptide binding | GPR55 antagonists | KOR beta-arrestin-2 | GPR55 beta-arrestin | SV40 large T antigen
> NNC(=O)c1nc[nH]c1C(=O)Nc1ccc(Cl)cc1C(=O)c1ccccc1
  -6% | 3.3% | 7% | 10% | 1.8% | 5% | -26% | -0.2% | 17%
> O=C1C2CCN(CC2)C1Cc1ccccc1O (stereo not given)
  6% | -3.4% | 19% | . | 0.0% | -2% | 13% | -0.2% | -4%
> CC(C)(C)c1ccc(C(=O)O/N=C(\N)c2ccccn2)cc1
  2.7µM* | -1.9% | 0.04µM* | 5% | 0.7% | -4% | -25% | -0.1% | 11%
> O=C(Cn1ncc2ccccc21)N1CCC2(CC1)OCCO2
  -12% | -3.0% | -2% | 0% | 54% | -4% | 2% | 0.0% | 17%
> C=CCn1c(O)c(C=NCCCn2ccnc2)c(=O)[nH]c1=O
  25% | 4.8% | -18% | 11% | -1.3% | -10% | 28% | -0.2% | 3%
> CC1CCCC(C2(O)C(=O)Nc3ccccc32)C1=O (stereo not given)
  -8% | 2.7% | 0% | -2% | -0.2% | 1% | 9% | 0.2% | 0%
> CC/C(=N\NC(=O)Nc1ccccc1)c1c(O)n(Cc2ccccc2)c(=O)[nH]c1=O
  -8% | . | 7% | . | 0.6% | 6% | -9% | -0.2% | 21%
> CC1=CC(=C2C(=O)NC(=S)NC2=O)C=C(C(F)(F)F)N1C
  -7% | -1.9% | 11% | 3% | -1.7% | 4% | -7% | 0.2% | 3%
> O=P1(N(CCCl)CCCl)NCCCO1 (stereo not given)
  -33% | -1.0% | 5% | 3% | 0.3% | 2% | 25%[20 µM] | -0.1% | 8%
> COc1ccc(CCNCc2ccncc2)cc1
  0% | -5.6% | 11% | 24% | -2.4% | 6% | 6% | 0.2% | 14%
> Brc1ccccc1CNCCc1ccc2c(c1)OCO2
  -10% | -3.9% | -6% | 27% | 1.0% | 4% | 8%[20 µM] | -0.2% | 11%
> Cc1ccc(Cn2c(C)c3cnn(CC(=O)N4CCC5(CC4)OCCO5)c(=O)c3c2C)cc1
  -16% | -4.2% | 13% | 13% | 1.2% | 2% | -10% | -0.2% | 2%
> CC1CCc2c(sc(NC(=O)/C=C/c3cccs3)c2C(=O)O)C1 (stereo not given)
  6.1µM* | -1.7% | . | -5% | 35% | -22% | 18% | -0.1% | 8%
> CN1CCC(N(C)c2ncnc3ccc(Br)cc23)CC1
  25% | . | 8% | 10% | -1.3% | 13% | . | -0.1% | 4%
> O=c1[nH]c(=S)n(-c2ccc(F)cc2)c(O)c1/C=N/N1CCOCC1
  -7% | -1.0% | -6% | 8% | 2.2% | 61% | 22% | 0.0% | -4%
> CC1(C)CC(CCNCc2ccc3c(c2)OCO3)(Cc2ccccc2)CCO1 (stereo not given)
  25% | . | -21% | 9% | -2.3% | 9% | 6%[20 µM] | 0.1% | 11%
> COc1ccc(CN2C(=O)NC(=O)/C(=C\c3cc(OC)c(OC)c(OC)c3)C2=O)cc1
  -23% | -5.1% | 16% | 14% | 9.1% | 4% | 13% | -0.5% | 7%
> CC(C)N1C(=O)CCC1C(=O)N1CCC2(CC1)OCCO2 (stereo not given)
  -9% | -1.1% | 13% | -3% | -1.2% | 16% | 1% | -0.2% | 15%
> CCCCn1c(O)c(/C=N/NC(=O)c2ccncc2)c(=O)[nH]c1=S
  -5% | 1.4% | 13% | 3% | 20% | 8% | 14% | -0.1% | 10%
> COc1ccc2[nH]c3c(c2c1)CCNC3C (stereo not given)
  -32% | -1.9% | 3% | 13% | -2.6% | 5% | -8% | -0.1% | 26%
> N/C(=N\[N+](=O)[O-])NCCCC(NC(=O)CNC(=O)c1ccccc1)C(=O)O (stereo not given)
  -23% | -5.9% | 17% | -1% | 1.5% | 14% | -8% | 0.3% | 19%
> C[N+]1(C)[C@@H]2CC[C@H]1CC(OC(=O)C(c1ccccc1)c1ccccc1)C2 (stereo not given in full)
  3% | -0.4% | -3% | 3% | 0.4% | 1% | -2% | 0.2% | 6%
> Cc1cc(OC(=O)N(C)C)nc(SCc2c(Cl)cccc2Cl)n1
  31% | -3.6% | 9% | -7% | 0.4% | 8% | 15% | 0.5% | 6%
> CCCOP(=O)(O)c1c([N+](=O)[O-])cc(C(F)(F)F)cc1[N+](=O)[O-] (tested in a mixture with another compound)
  -18% | -3.4% | 8% | 1% | -2.1% | -6% | 16% | -0.1% | 13%
> CC(C)CCn1c(=O)c(C(=O)Nc2ccccc2S(N)(=O)=O)c(O)c2ccccc21
  . | -0.2% | . | 1% | 10% | 9% | -33% | -0.1% | 21%
> C/C=C(\C)C(=O)N[C@@H](c1ccccc1)[C@@H](O)C(=O)O[C@H]1C[C@@]2(O)[C@@H](OC(=O)c3ccccc3)C3[C@](C)(C(=O)[C@H](OC(C)=O)C(=C1C)C2(C)C)[C@@H](O)C[C@H]1OC[C@@]31OC(C)=O (stereo not given in full)
  -21% | -2.9% | -2% | . | -0.1% | -31% | -22%[20 µM] | -0.1% | .
> O=C1NC(c2cccnc2)Nc2sc3c(c21)CCCC3 (stereo not given)
  -24% | -5.3% | 9% | 9% | 1.6% | -1% | 18% | -0.2% | 11%
> Cc1ccc2c(c1)N(C(=O)CCC(=O)N1CCC3(CC1)OCCO3)CCO2
  -10% | -4.4% | 20% | -6% | -0.1% | -4% | -20% | -0.1% | 6%
> O=C1NC(=O)C(CCc2ccncc2)(CCc2ccncc2)C(=O)N1Cc1ccccc1
  -21% | -8.0% | 3% | 6% | 0.4% | 0% | -24%[20 µM] | -0.1% | .
> Cc1cc(OCC(=O)Nc2cc(C)nn2-c2ccccn2)c2c3c(c(=O)oc2c1)CCC3
  -11% | 8.9% | -2% | . | 1.4% | -4% | 14% | 0.3% | .
> ClCCNc1nc2ccc(Cl)cc2[nH]1
  -18% | -2.0% | 4% | 4% | 1.1% | 18% | 18% | 0.0% | 12%
> CCCCn1c(O)c(C(=O)/C=C/c2ccc3c(c2)OCO3)c(=O)[nH]c1=O
  23% | 1.4% | -30% | 10% | 19% | 3% | 8% | -0.1% | 9%
> O=C(N/N=C/c1c(O)n(Cc2ccccc2)c(=O)[nH]c1=O)c1ccccc1O
  -9% | 2.7% | 2% | 3% | 31% | -18% | 7% | -0.1% | -3%
> Cn1cccc1/C=C1\C(=O)NC(=O)N(Cc2ccco2)C1=O
  -13% | 3.9% | 4% | 116µM* | 31% | -20% | -54% | 0.0% | 23%
> CC(=NCCCO)c1c(O)[nH]c(=O)[nH]c1=O
  -14% | 0.7% | -2% | . | 1.0% | 10% | 21% | 0.5% | 3%
> CC(N)Cc1cn(Cc2ccccc2)c2ccccc12 (stereo not given)
  -22% | -7.4% | 7% | 9% | -0.9% | -14% | -44%[20 µM] | 0.2% | 0%
> CCc1nc2ccccc2c(=O)n1-c1ccccc1OC
  68% | -3.3% | 9% | 8% | 0.1% | -6% | -38% | -0.2% | 3%
> CN1C(=O)C(Cc2c[nH]c3ccccc23)C(=O)N(C)C1=O
  . | -5.2% | 8% | . | 1.8% | -4% | 2% | 0.1% | 14%
> Cc1cc(OCC(=O)NC(Cc2ccc(Cl)cc2)C(=O)O)c2c3c(c(=O)oc2c1)CCC3 (stereo not given)
  -13% | 5.4% | -3% | 1% | 18% | 0% | 0%[20 µM] | -0.2% | 19%
> O=C1C2CCCC1C(N1CCCC1)CC2 (stereo not given)
  -19% | -1.3% | 15% | 8% | -1.6% | 0% | 7% | 0.1% | 4%

Just KOR beta-arrestin-1 and GPR55 antagonists, for some of the entries so far:
molecule | KOR beta-arrestin-1 | GPR55 antagonists
CC1CCc2c(sc(NC(=O)/C=C/c3cccs3)c2C(=O)O)C1 (stereo not given) | -1.7% | -22%
CC/C(=N\NC(=O)Nc1ccccc1)c1c(O)n(Cc2ccccc2)c(=O)[nH]c1=O | . | 6%
CCc1nc2ccccc2c(=O)n1-c1ccccc1OC | -3.3% | -6%

Further entries.
Below each SMILES: NOD1 inhibition | KOR beta-arrestin-1 | NOD2 inhibition | Rac1 GTP hydrolysis | HIV peptide binding | GPR55 antagonists | KOR beta-arrestin-2 | GPR55 beta-arrestin | SV40 large T antigen
> c1ccc(C2CC3CC4(CCCC4)N2O3)cc1 (stereo not given)
  -18% | 0.3% | 2% | 2% | 3.5% | 2% | 12% | -0.2% | 2%
> CCC(C(=O)N1C[C@H]2C[C@@H](C1)c1cccc(=O)n1C2)c1ccccc1 (stereo not given in full)
  2% | 0.9% | 12% | 5% | -0.9% | 4% | -1%[20 µM] | -0.2% | 6%
> CN1CCC(OC(=O)C2c3ccccc3Oc3ccccc32)CC1
  -22% | -0.1% | 13% | 7% | 16% | 6% | 22% | -0.1% | 2%
> CN1CCN(C(=O)Cc2nc3ccccc3[nH]2)CC1
  -30% | -5.5% | -3% | 0% | 6.3% | 7% | -9% | -0.2% | 3%
> CC1CCC/C=C/C2CC(O)CC2C(O)/C=C/C(=O)O1 (stereo not given)
  16% | -5.1% | -193% | 10% | -0.9% | 1% | 2% | -0.2% | 9%
> ON1C2CCCCC2N(O)C1c1ccccc1 (stereo not given)
  -3% | 3.8% | 4% | 4% | 0.8% | 1% | -35% | -0.1% | 5%
> CCOP(=O)(OCC)C(O)c1cccc([N+](=O)[O-])c1 (stereo not given)
  -27% | -1.4% | 5% | -1% | 0.2% | 0% | -13% | 0.6% | 6%
> Cc1c(C)c2ccc(OCC(=O)N3CCC(C(=O)O)(c4ccccc4)CC3)c(C)c2oc1=O
  -31% | -3.6% | 1% | 3% | 3.1% | -6% | -11%[20 µM] | -0.2% | 3%
> COc1ccc(C2N3CC(C)(C)CN23)cc1 (stereo not given)
  -15% | 1.1% | -4% | . | -0.4% | 11% | 4% | -0.3% | 8%
> O=c1c2cc([N+](=O)[O-])ccc2nc(CN2CCOCC2)n1-c1ccccc1F
  . | 0.1% | 0% | . | -5.3% | 4% | 6% | -0.1% | 9%
> O=[N+]([O-])c1cccc(CN2CCN(Cc3ccc(Br)cc3)CC2)c1
  20% | -2.8% | 17% | 25% | 0.2% | 6% | 8% | 0.2% | 6%
> CCOc1ccc2nc(N3CCC(C(=O)N4CCC5(CC4)OCCO5)CC3)sc2c1
  -24% | -0.8% | -6% | -8% | 0.7% | 3% | -45% | -0.1% | 3%
> O=C(CNS(=O)(=O)c1ccc(Br)s1)N1CCC2(CC1)OCCO2
  -1% | 2.4% | -16% | 3% | -0.1% | 2% | 3% | -0.2% | 15%
> O=C(Cn1ncn2c(cc3cc(F)ccc32)c1=O)N1CCC2(CC1)OCCO2
  12% | -1.5% | 19% | 12% | 1.9% | 6% | 4% | 0.0% | 10%
> CCN(CC)C(=O)c1ccc(NC(=S)NC(=O)CCc2ccccc2)cc1
  -1% | -2.4% | 12% | 6% | 2.5% | 7% | 10% | 0.2% | 25%
> N#Cc1cc2c(nc1SCC(=O)Nc1ccc(Cl)cc1)C1CCN2CC1
  -5% | -3.5% | -21% | 8% | 0.1% | -6% | -31% | -0.3% | 21%
> COc1cc(C(c2c(O)c3ccccc3oc2=O)c2c(C)n(C)n(-c3ccccc3)c2=O)ccc1O (stereo not given)
  -35% | 5.8% | -13% | 3% | -0.1% | -4% | -10% | 0.1% | 3%
